Source: PubChem BioAssay (several laboratories)
LYP phosphatase: inhibitors of LYP phosphatase, biochemical, fluorescence intensity, uHTS (AID 1779); recombinant LYP phosphatase, fluorescence intensity; higher % means a stronger effect; 290,000 compounds, 0.054% hits; inhibition, % at 11.5 µM, or IC50 in µM where a hit was titrated; Tyrosine-protein phosphatase non-receptor type 22 (Homo sapiens);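 further: plate controls were vehicle with enzyme for no effect and no enzyme for full effect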
M1AAP inhibition: P. falciparum M1AAP inhibitors, biochemical, fluorogenic H-Leu-NHMec substrate, 1536-well (AID 1445). Aminopeptidase N (Plasmodium falciparum (isolate 3D7)). recombinant M1AAP, H-Leu-NHMec fluorogenic kinetic assay; higher % means a stronger effect. one-dose inhibition, % at 30 µM; IC50 in µM for titrated hits. 220,000 compounds, 0.42% hits;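 active means primary inhibition above the hit cutoff, then over 50% inhibition at one or more dose response concentrations, cut at about 23% in these data, passing the limit was not always enough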;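 further: plate controls were DMSO full reaction for no effect and no enzyme background for full effect; strong numbers were not always called active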
AID2073: inhibitors of Mint1-CaV2.2 protein interaction, biochemical, HTRF (AID 2073) | HTRF protein-protein interaction, Mint1-CaV2.2; higher % means a stronger effect | inhibition, % at 20 µM, or IC50 in µM where a hit was titrated | 290,000 compounds, 0.19% hits; in the data active means inhibition mostly above about 51%, no sharp cut-off; further: some results filed as inactive read as strong as hits
Siah-1 displacement: Siah-1 peptide-binding antagonists, primary screen, biochemical, fluorescence polarization, rhodamine-plectin, uHTS (AID 1817); Siah-1 / rhodamine-plectin peptide fluorescence polarization; higher % means a stronger effect; one-dose displacement, % at 20 µM; IC50 in µM for titrated hits; 290,000 compounds, 0.02% hits;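 active means displacement of at least 50% at 20 µM, with a fluorescence ratio check between 0.3 and a set limit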;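 further: plate controls were Siah plus tracer with DMSO for no effect and tracer alone without Siah for full effect; strong numbers were not always called active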
M17LAP inhibition: P. falciparum M17LAP inhibitors, primary screen, biochemical, fluorogenic H-Leu-NHMec substrate, 1536-well (AID 1619); Leucine aminopeptidase (Plasmodium falciparum (isolate 3D7)); recombinant M17LAP, H-Leu-NHMec fluorogenic kinetic assay; higher % means a stronger effect; inhibition, % at 30 µM, or IC50 in µM where a hit was titrated; 220,000 compounds, 0.38% hits;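 active means compound inhibiting the enzyme by more than half at any dose during confirmatory dose-response retesting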;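 further: plate controls were full reaction with DMSO carrier for no effect and no enzyme background for full effect; strong numbers were not always called active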
XIAP displacement: XIAP antagonists, biochemical, IAP family, fluorescence polarization (AID 1018) | E3 ubiquitin-protein ligase XIAP (Homo sapiens) | XIAP BIR domain, fluorescence polarization peptide displacement; higher % means a stronger effect | displacement, % at 20 µM; hits with a dose series show IC50 in µM | 200,000 compounds, 0.007% hits; in the data active means displacement above about 50%; further: a part of the inactive calls stands beside numbers as strong as those of hits
Dynein cargo inh: inhibitors of GR-EGFP nuclear translocation, primary screen, dynein cargo transport inhibitor project, imaging, high-content, 3617.4 mouse cells. 220,000 compounds, 0.47% hits. test concentration mostly 20 µM; stimulated with dexamethasone, 1 µM; hits give low values. z-score, hits read low. AID 1381, 2008;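 active means plate z-score of nuclear minus cytoplasmic receptor signal below a set negative limit, without overly bright fluorescence or cell loss, cut at about -3.5 in these data, passing the limit was not always enough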;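 further: z-score of nuclear minus cytoplasmic ring GR-EGFP intensity difference per well; some compounds called inactive have numbers as strong as hits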
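Also added: dexamethasone, 1.0 µM final. Medium: tet-free, stripped-serum medium. Detection: fixed, Hoechst-stained cells imaged at 10x for EGFP. Read-out: nuclear-to-cytoplasmic GR-EGFP distribution per well. Times: induction 48 h, compound 1 h, agonist 30 min.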
PMI inhibitors: inhibitors of human PMI, primary screen, biochemical, fluorescence intensity, coupled assay (AID 1209); inhibition, % at 20 µM; hits with a dose series show IC50 in µM; purified PMI enzyme, coupled fluorescence intensity; higher % means a stronger effect; 190,000 compounds, 0.42% hits; Mannose-6-phosphate isomerase (Homo sapiens);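 further: plate controls were DMSO vehicle for no effect and wells lacking substrate for full effect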
human PMI inhibitors: human PMI inhibitors, high substrate, primary screen, biochemical, fluorescence intensity, high mannose 6-phosphate (AID 1220); Mannose-6-phosphate isomerase (Homo sapiens); recombinant PMI enzyme, coupled fluorescence intensity; higher % means a stronger effect; one-dose inhibition, % at 20 µM; IC50 in µM for titrated hits; 190,000 compounds, 0.66% hits
Dynein cargo inh cytoplasmic EGFP: recorded beside Dynein cargo inh, whose call it bears; z-score; measured here: cytoplasmic GR-EGFP intensity; hits give high values
Dynein cargo inh nuclear GR-EGFP: also measured in Dynein cargo inh; calls as there; z-score; measured here: nuclear GR-EGFP intensity;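 lower value marks the stronger effect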
Dynein cargo inh cell count: also measured in Dynein cargo inh; calls as there; z-score; measured here: cell count per field
Active calls of the source: *; . = no result given. Unless noted, no stated cut-off is given here; in the data, active means inhibition above about 50%; inactive means the rest.

SMILES	LYP phosphatase	M1AAP inhibition	AID2073	Siah-1 displacement	M17LAP inhibition	XIAP displacement	Dynein cargo inh	Dynein cargo inh cytoplasmic EGFP	Dynein cargo inh nuclear GR-EGFP	Dynein cargo inh cell count	PMI inhibitors	human PMI inhibitors
CCCC(C(=O)NC1CCCC1)N(C(=O)Cn1nnc(-c2ccc(C)o2)n1)C1CCCC1 (stereo unspecified)	4%	20%	0.22µM*	-1%	11%	-2.4%	-0.55	-0.18	0.051	0.08	-4%	-10%
C=CCNc1nnc(-c2ccncc2)s1	-9%	6%	8%	4%	-83%	-3.9%	1.6	-0.17	0.79	-0.69	-2%	-3%
COc1ccccc1-n1c(CNC(=O)c2cccs2)n[nH]c1=S	-5%	-2%	-5%	-1%	4%	-4.1%	0.3	0.33	0.14	-0.55	-4%	-7%
CCCc1cc(=O)[nH]c(SCC(=O)CSc2nc(CCC)cc(=O)[nH]2)n1	-13%	9%	-2%	1%	50%	-4.2%	-1.3	-0.19	-0.34	0.71	1%	-2%
CCN(c1cccc(C)c1)S(=O)(=O)c1cccc(C(=O)O)c1	-7%	7%	-4%	-6%	-5%	-1.5%	-1.1	0.016	-0.54	0.32	-13%	-23%
CC(NC(=O)c1ccccc1F)c1nnc(SCC(=O)N2CCN(c3ccccc3)CC2)n1C (stereo unspecified)	-5%	4%	-5%	2%	-1%	-0.6%	-0.49	-0.35	0.065	1.2	-2%	-4%
CCCCNCCOCCOc1ccccc1-c1ccccc1	-10%	-2%	37%	16%	-1%	0.1%	-0.81	0.006	-0.8	1.3	-1%	-13%
COc1ccc(OC)c(NC(=S)N(CCc2c(C)[nH]c3ccc(C)cc23)Cc2cccs2)c1	2%	-3%	44%	-9%	4%	-1.0%	0.21	-0.25	0.87	-0.13	11%	18%
CCc1ccc2c(c1)/C(=N/N(C)C(=S)NC)C(=O)N2	-2%	5%	41%	6%	6%	-1.3%	0.34	-0.22	0.73	-0.061	7%	10%
CCOC(=O)c1c(C)nc2c(c1-c1cc(OC)ccc1OC)C(=O)CC(C)(C)C2	-4%	8%	8%	0%	8%	.	-1.1	-0.14	-0.2	0.46	.	.
CC1(C)SCC(C(=O)O)NC1=O (stereo unspecified)	0%	1%	10%	-3%	-4%	-4.4%	0.2	-0.34	0.051	-0.16	-34%	-15%
CC(Cc1ccccc1)C(=O)NCc1ccncc1 (stereo unspecified)	-2%	-3%	2%	-3%	-1%	-22%	-0.2	-0.31	0.25	0.96	-5%	6%
COc1ccc(OCC(=O)Nc2cc(-c3nn(C)c(=O)c4ccccc34)ccc2N2CCOCC2)cc1	1%	-1%	22%	-5%	9%	.	-0.00057	-0.53	-0.3	-0.56	.	.
CC(NC(=O)CN1CCN(Cc2ccc(Cl)cc2)C1=O)c1ccc2c(c1)OCCO2 (stereo unspecified)	-4%	-3%	3%	-8%	-5%	-3.4%	1.7	-0.18	1.9	-1.3	6%	4%
O=C(O)/C=C\C(=O)NCc1cccnc1	-5%	0%	1%	2%	14%	-9.2%	0.48	-0.19	-0.4	0.75	-6%	2%
Cc1c(C(=O)N2CCN(Cc3ccccc3)CC2)sc2ncnc(N3CCOCC3)c12	1%	16%	4%	-4%	7%	-0.9%	-0.98	-0.19	-0.27	0.63	10%	4%
CCN(CC)S(=O)(=O)c1ccc(N2CCOCC2)c(NS(=O)(=O)c2ccc(C)cc2)c1	1%	0%	6%	2%	0%	-2.9%	0.14	0.024	-0.034	0.18	-15%	-9%
O=C(CCn1c(=O)oc2ccccc21)NCc1ccc2c(c1)OCO2	-6%	6%	-7%	-2%	1%	0.7%	0.051	-0.2	0.36	-0.37	14%	7%
CCc1ccc(NS(=O)(=O)c2cccc3nonc23)cc1	8%	5%	1%	-3%	8%	-7.3%	-0.71	-0.19	-0.67	0.24	-12%	-6%
CN1C(=O)c2ccccc2OC1(C)Cc1ccccc1 (stereo unspecified)	-3%	-1%	-4%	1%	3%	-5.7%	0.68	-0.21	0.44	-0.52	2%	4%
Cc1c(C#N)c2ncnc(N)c2n1-c1ccccc1	-4%	1%	12%	4%	6%	-7.3%	-0.19	-0.18	0.027	0.16	11%	7%
O=C(/C=N/O)Nc1cccnc1	-5%	8%	12%	7%	2%	-9.2%	0.75	-0.21	0.54	-0.68	-7%	-10%
CC1(C(=O)NC(=S)N(CCC#N)c2ccccc2)CC1(Cl)Cl (stereo unspecified)	-4%	0%	4%	2%	5%	-4.9%	0.0016	-0.03	0.71	0.86	-1%	-9%
CN(C)c1ccc(N/C=C/C(=O)c2ccc(F)cc2)cc1	1%	4%	-14%	2%	6%	-3.5%	-1.2	-0.21	-0.61	0.13	11%	13%
CN(C)c1cccc(NC(=O)C2(C)CC2(Cl)Cl)c1 (stereo unspecified)	0%	12%	-14%	2%	3%	-4.6%	0.29	-0.23	0.22	-0.1	-5%	22%
Cc1cc(C)cc(N(C(=O)Cn2nnc3ccccc32)C(C(=O)NCc2ccco2)c2ccncc2)c1 (stereo unspecified)	1%	9%	-7%	-2%	16%	-2.9%	3	-0.24	2.3	-1.3	2%	-10%
COc1ccccc1C(=O)NCCc1nc2ccccc2n1C	0%	8%	-10%	2%	7%	0.7%	.	.	.	.	-12%	-3%
Cc1ccc(N2C(=O)c3ccccc3C2C(=O)c2ccc(O)cc2O)cc1 (stereo unspecified)	-4%	4%	-2%	25%	25%	-3.0%	0.58	1.8	0.21	-0.68	10%	23%
Cc1ccc(C)c(S(=O)(=O)N2CCCOC2CNC(=O)C(=O)NCc2ccncc2)c1 (stereo unspecified)	-4%	2%	22%	13%	4%	-2.2%	1	-0.32	0.39	-0.14	-2%	-4%
CCOC(=O)CC1C(=O)NCCN1S(=O)(=O)c1ccccc1 (stereo unspecified)	0%	-1%	-9%	4%	-4%	-7.4%	-0.45	-0.22	-0.056	0.56	-3%	-3%
NS(=O)(=O)c1ccc(CCNC(=O)C2CCCCC2)cc1	-2%	3%	-5%	2%	-5%	-3.1%	0.79	-0.16	0.45	-0.46	0%	0%
CCOc1ccc(N2C(=O)CC(N3CCOCC3)C2=O)cc1 (stereo unspecified)	0%	6%	0%	-2%	5%	-7.6%	-1.1	-0.23	0.2	0.45	-2%	-1%
COc1cc2[nH]c(=O)c(C(=O)NCCCN3CCCCC3)c(O)c2cc1OC	-12%	14%	6%	-1%	-8%	-7.8%	-0.085	-0.21	0.26	0.69	14%	24%
COc1ccc(OCC(=O)N/N=C(\C)CC(=O)Nc2ccc(OC)cc2[N+](=O)[O-])cc1	-3%	-5%	-4%	7%	42%	-1.7%	0.78	-0.19	0.52	0.057	0%	-1%
Cc1ccc(S(=O)(=O)c2nc(-c3ccco3)oc2SCC(=O)NCC2CCCO2)cc1 (stereo unspecified)	0%	13%	-2%	4%	8%	-1.7%	1.4	0.058	1.1	-0.76	16%	18%
Cc1ccc(OCC(=O)N2CCN(C(=O)c3cccnc3)CC2)cc1	-4%	10%	-6%	2%	4%	-8.0%	-0.17	-0.18	-0.23	0.79	4%	1%

Part of the list above, with bars between the fields.
SMILES | LYP phosphatase | M1AAP inhibition | AID2073 | Siah-1 displacement | M17LAP inhibition | XIAP displacement | Dynein cargo inh | Dynein cargo inh cytoplasmic EGFP | Dynein cargo inh nuclear GR-EGFP | Dynein cargo inh cell count | PMI inhibitors | human PMI inhibitors
COc1ccc(OCC(=O)N/N=C(\C)CC(=O)Nc2ccc(OC)cc2[N+](=O)[O-])cc1 | -3% | -5% | -4% | 7% | 42% | -1.7% | 0.78 | -0.19 | 0.52 | 0.057 | 0% | -1%
Cc1ccc(S(=O)(=O)c2nc(-c3ccco3)oc2SCC(=O)NCC2CCCO2)cc1 (stereo unspecified) | 0% | 13% | -2% | 4% | 8% | -1.7% | 1.4 | 0.058 | 1.1 | -0.76 | 16% | 18%
Cc1ccc(OCC(=O)N2CCN(C(=O)c3cccnc3)CC2)cc1 | -4% | 10% | -6% | 2% | 4% | -8.0% | -0.17 | -0.18 | -0.23 | 0.79 | 4% | 1%

Remaining list, next part:
SMILES	LYP phosphatase	M1AAP inhibition	AID2073	Siah-1 displacement	M17LAP inhibition	XIAP displacement	Dynein cargo inh	Dynein cargo inh cytoplasmic EGFP	Dynein cargo inh nuclear GR-EGFP	Dynein cargo inh cell count	PMI inhibitors	human PMI inhibitors
NS(=O)(=O)c1ccc(CCNCc2cc(Br)ccc2OCc2ccccc2)cc1	-2%	9%	4%	-3%	-2%	-5.4%	-1.1	-0.22	-0.39	0.62	-10%	-16%
Cc1ccc(NC(=O)c2cccnc2)cc1S(=O)(=O)N(C)C	-3%	-2%	0%	5%	3%	-4.3%	-1.3	-0.36	-0.71	0.92	3%	4%
Clc1ccc(CCNc2nc3ccccc3n3nnnc23)cc1	-12%	1%	13%	-6%	13%	-9.1%	0.11	-0.18	0.099	0.12	-10%	-10%
Cc1ccc2ncnc(Oc3ncccc3[N+](=O)[O-])c2c1	2%	0%	-1%	7%	-10%	.	1	0.013	0.73	-1.1	.	.
C(=N\n1cnnc1)/c1ccc(OCc2ccccc2)cc1	0%	-1%	-3%	1%	-2%	-2.3%	-0.54	-0.21	0.048	1.1	-6%	-3%
Cc1oc2ccc(NS(=O)(=O)c3cccc4cccnc34)cc2c1C(=O)OC(C)C	-4%	2%	-8%	9%	-7%	-1.5%	-0.67	-0.25	-0.5	-0.24	20%	11%
CCCCCCCCn1c(N2CCN(c3cccc(Cl)c3)CC2)nc2c1c(=O)[nH]c(=O)n2C	8%	8%	10%	-5%	0%	-7.2%	1.9	0.1	1.5	-1.4	15%	9%
COc1ccc(OC(=O)CCc2c[nH]c3ccccc23)cc1	-1%	1%	13%	0%	2%	-4.1%	0.2	-0.27	0.02	-0.71	8%	16%
O=C1c2ccccc2-c2nnc(-c3ccc(F)cc3)cc21	1%	3%	-17%	4%	-1%	-2.9%	-0.69	-0.33	0.057	0.39	-5%	10%
CCN(CC)C(=O)CNC(=S)N(CCCN1CCOCC1)Cc1cccs1	-4%	1%	-3%	10%	-16%	-4.0%	0.45	0.033	0.64	-0.64	2%	-1%
CCOC(=O)CNC(=O)CNC(=O)c1nn(-c2ccc(OC)c(Cl)c2)c(=O)c2ccccc12	-11%	10%	9%	-7%	5%	-4.0%	-0.97	-0.034	-0.19	-1.5	-1%	-1%
COc1ccc(CC(=O)Nc2cccc(-c3ccc4nncn4n3)c2)cc1OC	-5%	2%	2%	10%	2%	-3.0%	-0.18	-0.27	0.23	0.49	-4%	-3%
